High-throughput results deposited in PubChem by several laboratories.
KCNK9 inh: KCNK9 potassium channel inhibitors, primary screen, HEK293 cells, thallium flux; Potassium channel subfamily K member 9 (Homo sapiens), Q9NPC2; FluxOR thallium flux fluorescence; stronger effect = lower value; B-score at 10 µM; 310,000 compounds, 1.2% hits; AID 488922, 2010;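 active = ratio B-score over 3 SD below the library mean, with starting fluorescence within 5 SD of its mean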;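 note: negative B-score means less thallium flux so channel inhibition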
Target sequence (Q9NPC2 whole entry, looked up): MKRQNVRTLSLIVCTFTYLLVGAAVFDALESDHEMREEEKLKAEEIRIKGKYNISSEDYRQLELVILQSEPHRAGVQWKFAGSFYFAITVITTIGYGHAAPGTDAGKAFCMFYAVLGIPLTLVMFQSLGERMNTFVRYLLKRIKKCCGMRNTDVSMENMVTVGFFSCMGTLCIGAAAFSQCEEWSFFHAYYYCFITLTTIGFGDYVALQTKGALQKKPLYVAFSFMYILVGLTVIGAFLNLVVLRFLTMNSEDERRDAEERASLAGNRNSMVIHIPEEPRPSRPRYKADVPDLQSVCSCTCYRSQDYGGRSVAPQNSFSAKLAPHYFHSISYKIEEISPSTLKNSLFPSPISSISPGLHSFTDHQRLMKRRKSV
HDAC3 inhib: HDAC3 deacetylase inhibitors, primary screen, biochemical, fluorescence, cell-free homogeneous. Histone deacetylase 3 (Homo sapiens), O15379. recombinant HDAC3, fluorogenic peptide/trypsin coupled. 320,000 compounds, 0.15% hits. inhibition, % at 8.3 µM; in the data active = inhibition above about 26%, passing the limit was not always enough
RGS4 block: RGS4 inhibitors, primary screen, cell-based, HEK293 M3R inducible RGS4, calcium flux. B-score at 10 µM. Regulator of G-protein signaling 4 (Homo sapiens), P49798. 310,000 compounds, 0.45% hits. Fluo-4 calcium flux; stronger effect = higher value; triggered by carbachol at its EC20;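 active = B-score, a plate-corrected calcium signal, over three deviations above library mean, with baseline fluorescence within five deviations of library mean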;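 note: RGS4 expression induced by doxycycline in cells with stable M3 receptor; B-score is computed from the integrated fluorescence ratio over baseline after carbachol; higher B-score means a larger calcium signal and so more RGS4 inhibition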
KCNQ1 block: inhibitors of human KCNQ1 channel, primary screen, cell-based, thallium flux, high-throughput; 310,000 compounds, 1.3% hits; Potassium voltage-gated channel subfamily KQT member 1 (Homo sapiens), P51787; B-score at 10 µM; CHO-K1 KCNQ1, FluxOR thallium flux fluorescence; stronger effect = higher value;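 active = compounds whose thallium flux B-score, printed positive for inhibition, exceeds three library SD while starting fluorescence stays within three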;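 note: channel opened by potassium depolarization with thallium stimulus after 20 min compound exposure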
Target sequence (P51787 whole entry, looked up): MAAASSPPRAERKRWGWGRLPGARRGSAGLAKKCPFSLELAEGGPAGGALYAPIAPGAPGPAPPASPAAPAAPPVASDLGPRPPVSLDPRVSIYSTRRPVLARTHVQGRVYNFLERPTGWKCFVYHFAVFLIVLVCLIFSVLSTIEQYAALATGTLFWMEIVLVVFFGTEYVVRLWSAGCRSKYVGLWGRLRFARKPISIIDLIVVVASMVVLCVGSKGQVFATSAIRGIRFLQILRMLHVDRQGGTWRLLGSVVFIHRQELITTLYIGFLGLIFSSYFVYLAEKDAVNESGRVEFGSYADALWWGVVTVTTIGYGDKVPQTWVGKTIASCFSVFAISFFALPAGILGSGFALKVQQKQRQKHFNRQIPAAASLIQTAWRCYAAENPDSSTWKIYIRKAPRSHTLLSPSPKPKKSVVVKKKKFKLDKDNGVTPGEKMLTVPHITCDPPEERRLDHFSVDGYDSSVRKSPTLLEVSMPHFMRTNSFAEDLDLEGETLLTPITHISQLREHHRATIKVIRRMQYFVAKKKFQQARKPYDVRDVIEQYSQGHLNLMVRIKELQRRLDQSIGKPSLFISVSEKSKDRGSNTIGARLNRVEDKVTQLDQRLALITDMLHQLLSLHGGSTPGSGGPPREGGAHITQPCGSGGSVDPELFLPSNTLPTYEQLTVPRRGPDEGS
ANO1 block: TMEM16A chloride channel inhibitors, primary screen, cell-based, HTS; HEK293 TMEM16A/YFP iodide influx fluorescence, ionomycin; normalized B-score (activity score, 25-100; higher = stronger inhibition) at 10 µM; 310,000 compounds, 1.2% hits;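 active = ratio plate-corrected score three or more library SD toward inhibition, starting fluorescence score within five deviations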;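 note: score derived from kinetic fluorescence span divided by baseline fluorescence per well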
TMEM16A act: TMEM16A chloride channel activators or potentiators, primary screen, cell-based, HTS; Anoctamin-1 (Mus musculus), Q8BHY3; HEK293 TMEM16A/YFP-H148Q/I152L, iodide quench fluorescence; stronger effect = lower value; B-score at 10 µM; 340,000 compounds, 0.3% hits; AID 623877, 2012;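 active = fluorescence-ratio B-score plate-corrected deviation score at least 3 library SD below zero, with starting fluorescence score within 5 deviations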;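 note: channel opened by trigger with iodide after compound preincubation; score built on the fluorescence ratio of max minus min over baseline; more negative score means more quench and so TMEM16A activation or potentiation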
RGS4 pot: RGS4 potentiators or activators, primary screen, cell-based, HEK293 M3R inducible RGS4, calcium flux; carbachol calcium flux Fluo4; stronger effect = lower value; B-score at 10 µM; 310,000 compounds, 0.92% hits; AID 463111, 2010;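 active = B-score of the integrated calcium signal more than 4 SD below the library mean, with starting fluorescence not abnormally high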;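 note: negative B-score means reduced calcium response which marks RGS4 activation or potentiation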
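Assay system: HEK293 FlpIn-TREx cells, stable M3R, doxycycline-inducible RGS4 / Probe or stimulus: carbachol, ECmax concentration / Times: overnight RGS4 induction, 30 min dye load 37 °C, 20 min compound RT / Signal: kinetic calcium fluorescence imaging with Fluo4-AM dye, 2 µM / Measure: Agonist-evoked peak-minus-minimum fluorescence over baseline, integrated ratio, B score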
KCNK3 block: human KCNK3 channel inhibitors, primary screen, CHO cells, FluxOR thallium flux, B-score; Potassium channel subfamily K member 3 (Homo sapiens), O14649; FluxOR fluorescence; stronger effect = lower value; B-score at 10 µM; 340,000 compounds, 0.84% hits;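 active = B-score under library mean minus 4 SD, starting fluorescence ratio at most library mean plus 5 SD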;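 note: more negative B-score means stronger inhibition of thallium flux through KCNK3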
hERG rescue: hERG rescue from dofetilide block, primary screen, cell-based, CHO-hERG, FluxOR thallium flux, dofetilide IC70 | activation (rescue from dofetilide block), less the hit threshold, % at 10 µM | AID 1511, 2009 | 310,000 compounds, 0.51% hits | dofetilide IC70 present;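 active = activation above the mean of controls blocked by dofetilide plus 5 SD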;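 note: thallium influx through hERG after potassium depolarization seen as dye fluorescence rise; in these data hits start at about 4.7%; inactives centre near -7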
KCNQ1 pot: potentiators or activators of KCNQ1 channel, primary screen, cell-based, thallium flux, high-throughput. Potassium voltage-gated channel subfamily KQT member 1 (Homo sapiens), P51787. CHO-K1 KCNQ1, thallium flux FluxOR fluorescence; stronger effect = higher value. B-score at 10 µM. 310,000 compounds, 0.35% hits. AID 2648, 2010;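 active = fluorescence ratio B-score, a plate-corrected score, at least three library SD, with initial intensity B-score within 5 SD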
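Assay system: stable KCNQ1 CHO-K1 line; medium: assay buffer, equal DMSO in all wells; timing: 90 min dye loading and 20 min compound exposure, both at room temperature; technique: kinetic FluxOR thallium fluorescence, 10-s 1-Hz baseline, 110-s post-stimulus read; read-out basis: B score of baseline-normalized fluorescence ratio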
SKKanGAS inh: S. pyogenes SKKanGAS growth inhibitors in kanamycin, primary screen, streptokinase expression inhibitor project, SKKanGAS strain, BacTiter-Glo luminescence; 300,000 compounds, 1.3% hits; 6 h; inhibition, % at 7.5 µM;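 active = mean replicate score, as percent of positive control median, at least 50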;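 note: strain carries kanamycin resistance gene driven by streptokinase promoter and grows in 40 µg/ml kanamycin; loss of luminescence reflects streptokinase promoter inhibition or plain growth inhibition; 0% = median of DMSO wells and 100% = positive control at its reference dose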
* = called active by the depositor; i = inactive; x = no result given.

Values run as follows: hERG rescue, KCNK3 block, TMEM16A act, RGS4 pot, HDAC3 inhib, KCNQ1 block, SKKanGAS inh, RGS4 block, KCNK9 inh, KCNQ1 pot, ANO1 block
O=C(CN1CCN(c2ccc(F)cc2)CC1)Nc1ccc2c(c1)OCCO2
→ -11, i, i, i, -1, i, -4, i, i, i, i
O=C1CC(=O)C(n2cncn2)C(c2cccc(Cl)c2)C1 (stereo not given)
→ -7, i, i, i, -5, i, -3, i, i, i, i
CCN(CC)CCNC(=O)c1ccc(Cl)c(S(=O)(=O)Nc2ccc(Cl)cc2)c1
→ -6, i, i, i, -2, i, 6, i, i, i, i
CCN(CC)C(=O)C1CCN(S(=O)(=O)c2cccc3nonc23)CC1
→ -7, i, i, i, 7, i, 4, i, i, i, i
CCOc1cc(NC(=S)NCc2ccco2)c(OCC)cc1NC(=O)c1ccco1
→ -4, i, i, i, 0, i, 9, i, i, i, i
Cc1nn(C)c(C(=O)NNC(=O)NC2CCCCC2)c1Cl
→ -6, i, i, i, x, i, -7, i, i, i, x
Cc1ccc(SCc2ccc(C(=O)Nc3cccc([N+](=O)[O-])c3C)cc2)cc1
→ 1, i, i, i, -3, i, -1, i, i, i, i
CCOCCCn1c(SCc2nc3sc(C(=O)O)c(C)c3c(=O)[nH]2)nnc1-c1ccc(Cl)cc1
→ -11, i, i, i, 2, i, 7, i, i, i, i
COc1ccc(-n2nc3c(c2NC(=O)COc2ccccc2)CS(=O)(=O)C3)cc1
→ -5, i, i, i, 5, i, -10, i, i, i, i
COc1ccc(OCC(O)CNC(C)c2ccccc2)cc1 (stereo not given)
→ -5, i, i, i, 2, i, 0, i, i, i, i
COc1ccc(NC(=O)c2ccco2)cc1NC(=O)c1c(F)c(F)c(OC)c(F)c1F
→ -4, i, i, i, 4, i, 1, i, i, i, i
Cc1nn(C(C)C(=O)O)c(=O)c2c1sc1ccccc12 (stereo not given)
→ -5, i, i, i, -6, i, -11, i, i, i, i
O=S(=O)(Cc1ccc(Cl)cc1)c1ccccc1-c1nnc(-c2ccccc2)o1
→ -5, i, i, i, -8, i, -1, i, i, i, i
O=C(O)c1ccc(Oc2ccc(S(=O)(=O)c3ccc(C(=O)O)c(C(=O)O)c3)cc2)cc1
→ -2, i, i, i, 9, i, -1, i, i, i, i
COc1ccc(Cl)cc1C(=O)N1CCN(Cc2ccc3c(c2)OCO3)CC1
→ -10, i, i, i, -3, i, -4, i, i, i, i
COc1ccc(C(C)=O)cc1COC(=O)CSC(C)C(=O)Nc1cc(C)on1 (stereo not given)
→ -12, i, i, i, 0, i, -3, i, i, i, i
COc1ccc(NS(=O)(=O)c2ccc(NS(=O)(=O)c3ccc(SC)cc3)cc2)c(OC)c1
→ -6, i, i, i, 1, i, 14, i, i, i, i
Cc1ccc(NC(=O)CN2C(=O)S/C(=C\c3cccn3C)C2=O)cc1
→ -1, i, i, i, 3, i, -15, i, i, i, i
O=C(NN1C(=O)c2ccccc2NC1c1ccoc1)c1ccc([N+](=O)[O-])cc1 (stereo not given)
→ -4, i, i, i, 1, i, 8, i, i, i, i
CC(C)(C)C(=O)Nc1ccc(-c2nc3ccccc3c(=O)o2)cc1
→ -6, i, i, i, -3, i, x, i, i, i, i
S=C(NCc1ccccn1)Nc1ccccc1Cl
→ -9, i, i, i, -3, i, -1, i, i, i, i
CCOc1ccccc1NC1=NCC(=O)N1Cc1ccc(F)cc1
→ -6, i, i, i, 4, i, 6, i, i, i, i
Cc1cc(Nc2ccccc2)nn1C(=O)c1ccc([N+](=O)[O-])cc1
→ -2, i, i, i, -3, i, -5, i, i, i, i
COc1ccc2nc(NC(=O)CCN3C(=O)c4ccccc4C3=O)sc2c1
→ -7, i, i, i, -5, i, -2, i, i, i, i
CCC(=O)n1nc(NCc2ccccc2OC)nc1NCc1ccccc1OC
→ -12, i, i, i, 17, 8*, 23, i, i, i, i
CCc1ccc(NC(=S)N2CCC(NC(=O)C3CCCCC3)CC2)cc1
→ -5, i, i, i, 2, i, 3, i, i, i, i
COc1ccc(NC(=O)c2cc(-c3ccccn3)nc3c(C)cc(C)cc23)c(C)c1
→ -8, i, i, i, 4, i, -3, i, i, i, i
O=C(Nc1nnc(CCN2CCOCC2)s1)C1CCCCC1
→ -3, i, i, i, 6, i, -5, i, i, i, i
CCOC(=O)c1c(NC(=S)NC(=O)c2ccc(Cn3cc(Cl)cn3)o2)sc2c1CCCCC2
→ -4, i, i, i, -2, i, 2, i, i, i, i
CCc1cc(-c2n[nH]c(=S)n2-c2cccc(C)c2)cs1
→ -5, i, i, i, 2, i, -9, i, i, i, i

With a hit mark in KCNQ1 block, of those listed so far:
compound | KCNK3 block | TMEM16A act | HDAC3 inhib | KCNQ1 block | RGS4 block | KCNK9 inh
CCC(=O)n1nc(NCc2ccccc2OC)nc1NCc1ccccc1OC | i | i | 17 | 8* | i | i

Remaining list, next part
Values run as follows: hERG rescue, KCNK3 block, TMEM16A act, RGS4 pot, HDAC3 inhib, KCNQ1 block, SKKanGAS inh, RGS4 block, KCNK9 inh, KCNQ1 pot, ANO1 block
COc1ccc(S(=O)(=O)NCCc2cn3nc(C)c(C)nc3n2)cc1C
→ -4, i, i, i, -6, i, 1, i, i, i, i
CC(=O)c1c(C)[nH]c(C(=O)OCC(=O)c2c(N)n(C)c(=O)n(C)c2=O)c1C
→ -3, x, x, i, -1, i, -2, i, i, i, i
O=C(Nc1ccc(C(F)(F)F)cc1)c1csc(-c2ccncc2)n1
→ -8, i, i, i, 12, i, -4, i, i, i, i
CCOc1ccc(S(=O)(=O)N(C)c2ccc(OCC(=O)NC3=NCCS3)cc2)cc1
→ -7, i, i, i, -7, i, 0, i, i, i, i
O=C(O)C1CCC(=O)N(C2CCCCC2)C1c1ccccc1 (stereo not given)
→ -4, i, i, i, -10, i, -5, i, i, i, i
CC(/C=C/c1ccc2c(c1)OCO2)=N\NC(=O)c1cccc([N+](=O)[O-])c1
→ -4, i, i, i, 7, i, -9, i, i, i, i
O=C(NC1CCSC1=O)C1CCCCC1 (stereo not given)
→ 3, i, i, i, 1, i, -4, i, i, i, i
Cc1nc2oc3ccc(F)cc3c(=O)c2cc1C(=O)NC(C)(C)C
→ -8, i, i, i, 5, i, x, i, i, i, i
Cc1ccc(-c2csc3ncnc(Cl)c23)cc1
→ -6, i, i, i, 8, i, 4, i, i, i, i
O=C(NC(=S)Nc1cc(-c2nc3ccccc3[nH]2)ccc1Cl)c1ccc2c(c1)OCO2
→ -5, i, i, i, 2, i, 15, i, i, i, i
Cc1cc(NC(=O)c2cc([N+](=O)[O-])cc([N+](=O)[O-])c2)no1
→ -8, i, i, i, 0, i, -3, i, i, i, i
CCOC(=O)C1=C(C)Nc2ncnn2C1c1ccc2c(c1)OCO2 (stereo not given)
→ -8, i, i, i, -2, i, -13, i, i, i, i
NS(=O)(=O)c1ccc(CCNC(=O)Cn2c(=O)c3cccn3c3cccnc32)cc1
→ -4, i, i, i, 4, i, 4, i, i, i, i
O=C(CCN1C(=O)c2ccccc2C1=O)CN1CCOCC1
→ -10, i, i, i, -1, i, -11, i, i, i, i
C/C(=N/NC(=O)c1ccc2nc[nH]c2c1)c1cccs1
→ -6, i, i, i, 6, i, 0, i, i, i, i
CC1CCN(S(=O)(=O)c2cc(Cl)ccc2Br)CC1
→ -12, i, i, i, -2, i, 2, i, i, i, i
COCCn1c(SCC(=O)N2CCCCC2)nc2ccccc2c1=O
→ -12, i, i, i, 0, i, -5, i, i, i, i
O=C(CSc1nc2ccsc2c(=O)n1Cc1ccccc1)NCc1ccco1
→ -7, i, i, i, -4, i, -4, i, i, i, i
CCn1c(SCC(=O)NC(C)C(C)C)nc2cc(S(=O)(=O)N3CCOCC3)ccc21 (stereo not given)
→ -15, i, i, i, 1, i, -9, i, i, i, i
CCCc1cc(C(=O)Nc2cc(OC)c(Cl)cc2OC)no1
→ -11, i, i, i, -3, i, -7, i, i, i, i
O=C(CC1Sc2ccccc2NC1=O)OC(C(=O)NCCc1ccccc1)c1cccnc1 (stereo not given)
→ -16, i, i, i, 8, i, 2, i, i, i, i
O=C(O)CCC(=O)Nc1ccccc1C(=O)Nc1ccccc1
→ -13, i, i, i, -2, i, -4, i, i, i, i
COC(=O)C1=C[C@@H](C(=O)OC)[C@@H]2C3=C(C(=O)[C@]2(C)NC(=O)c2ccccc2)[C@H](C)n2c(=O)n(-c4ccccc4)c(=O)n2[C@@H]3C1
→ -9, i, i, i, 4, i, -1, i, i, i, i
CC(C)c1ccc(/C=N/NC(=O)c2nnn(-c3nonc3N)c2CN(C)C2CCCCC2)cc1
→ -5, i, i, i, -2, i, 12, i, i, i, i
Clc1ccc(CSc2nnc([C@@H]3CCCN3)o2)cc1
→ -8, i, i, i, 0, i, -4, i, i, i, i
COc1ccc(C(C#N)N2CCC(c3ccccc3)=N2)cc1OC (stereo not given)
→ -10, i, i, i, x, i, -6, i, i, i, i
COc1cc2c(=O)n(Cc3ccccc3)c(=O)n(CC(=O)NCC3CCCO3)c2cc1OC (stereo not given)
→ -10, i, i, i, 4, i, 2, i, i, i, i
CCCCn1nnc(NC(=O)CC23CC4CC(CC(C4)C2)C3)n1
→ 1, i, i, i, 2, i, -1, i, i, i, i
O=C1CC(N2CCOCC2)=NN1c1ccc([N+](=O)[O-])cc1
→ -6, i, i, i, 5, i, 37, i, i, i, i
CC(=O)Nc1ccc(S(=O)(=O)N2CCSC2c2ccco2)cc1 (stereo not given)
→ -10, i, i, i, 1, i, -4, i, i, i, i
